# GSK3A inh: human GSK-3 alpha kinase inhibition. AID 2650. P49840. ADP-Glo luminescence, 60 min. inhibition, % at 10 µM. actives 0.1% (n = 320,000);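 in the data active = inhibition above about 50%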;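 also: GST-tagged GSK-3 alpha with peptide substrate and 25 µM ATP; 0% = DMSO neutral wells and 100% = GW8510 positive control wells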
# Target sequence (P49840 whole entry, looked up): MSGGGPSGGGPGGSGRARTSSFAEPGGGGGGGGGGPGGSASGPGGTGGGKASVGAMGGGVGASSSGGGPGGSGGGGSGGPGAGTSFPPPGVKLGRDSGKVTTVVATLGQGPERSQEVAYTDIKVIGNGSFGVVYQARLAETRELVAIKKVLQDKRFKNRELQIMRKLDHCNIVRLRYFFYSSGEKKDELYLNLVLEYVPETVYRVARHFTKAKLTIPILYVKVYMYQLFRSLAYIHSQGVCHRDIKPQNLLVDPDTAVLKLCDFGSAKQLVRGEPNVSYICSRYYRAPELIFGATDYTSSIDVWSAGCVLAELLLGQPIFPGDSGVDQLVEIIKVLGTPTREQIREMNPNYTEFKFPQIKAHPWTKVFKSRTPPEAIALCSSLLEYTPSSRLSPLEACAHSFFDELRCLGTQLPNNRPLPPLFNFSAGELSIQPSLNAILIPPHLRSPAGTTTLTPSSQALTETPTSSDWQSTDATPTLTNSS
# KLF5 inhibitor: inhibitors of KLF5 expression; DLD-1 KLF5 promoter-luciferase reporter, luminescence; inhibition, % at 5 µM; actives 0.23% (n = 290,000); AID 1700;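 active = inhibition above a per-plate limit of that plate's mean compound inhibition plus 3 SD, cut at about 60% in these data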;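 also: 0% = DMSO wells and 100% = LY294002 at 200 µM; higher means less KLF5 promoter-driven luciferase light; inactives centre near -14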
# HSF1 inh: HSF1 inhibition; NIH3T3-HGL HSE-luciferase, MG132-induced, luminescence 8 h; active compounds read low; activity change, negative = inhibition, % at 7.5 µM (by protocol); actives 0.77% (n = 300,000); AID 2098;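 active = more than half of replicate wells show activity change below -50%, luminescence cut by over half; inconclusive = some wells, but at most half, below -50%; inactive = no replicate well below -50%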;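 also: luciferase reports HSF-1 transcriptional activity via heat shock element; 0% = median of DMSO wells and -100% = zero luminescence signal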
# aSyn 5UTR inh: MLPCN primary screen, SNCA 5' untranslated region. inhibition, % (tested at 7.5 µM). alpha-synuclein 5'UTR reporter, inhibitor activity. actives 0.82% (n = 300,000); in the data active = inhibition above about 60%; inconclusive = no clear call, values can overlap the other calls;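 also: H4 neuroglioblastoma cells stably carrying SNCA 5'UTR luciferase fusion; 0% = DMSO wells and 100% = positive control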
# GSK3beta inhib: blocks human GSK3beta kinase activity. P49841. GST-GSK3beta kinase, ADP-Glo luminescence, 60 min; active compounds read low. activity score (negative = inhibition), % at 10 µM. actives 0.038% (n = 300,000). AID 2097;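 active = more than half of replicate wells score below -50%, meaning over 50% inhibition versus plate controls; inconclusive = some replicates but at most half score below -50%; inactive = no replicate scores below -50%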;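 also: 0% = median DMSO wells and -100% = median GW8510 positive control wells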
# Target sequence (P49841 whole entry, looked up): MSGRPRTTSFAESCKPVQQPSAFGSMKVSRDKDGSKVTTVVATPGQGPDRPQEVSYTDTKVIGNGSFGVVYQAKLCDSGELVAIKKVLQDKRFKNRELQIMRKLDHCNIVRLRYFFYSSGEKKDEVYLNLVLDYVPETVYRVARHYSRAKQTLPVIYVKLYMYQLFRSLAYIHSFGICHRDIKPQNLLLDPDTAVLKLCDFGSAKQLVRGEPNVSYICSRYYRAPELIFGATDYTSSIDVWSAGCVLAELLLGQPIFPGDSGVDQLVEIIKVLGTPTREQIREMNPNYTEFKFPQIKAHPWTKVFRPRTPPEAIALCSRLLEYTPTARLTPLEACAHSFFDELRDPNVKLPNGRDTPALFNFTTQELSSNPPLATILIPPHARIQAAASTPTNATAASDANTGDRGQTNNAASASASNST
#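 Test system – GST-tagged human GSK3beta kinase, cell-free · Incubation – 60 min enzyme reaction, room temperature · Signal – ADP-Glo luminescence · Also added – peptide substrate and ATP at 25 µM · Controls – DMSO neutral wells and GW8510 at 20 µM as positive · Buffer or medium – Tris/MgCl2 kinase buffer · Measure – Luminescence-derived activity versus plate DMSO and GW8510 wells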
# HSF1 activator: increases HSF-1 driven luciferase reporter signal | actives 1.7% (n = 300,000) | activation, % at 9 µM | NIH3T3-HGL HSF-1 luciferase reporter, MG132, 8 h; 100% = twice DMSO control signal;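 active = mean replicate activation of at least 50% with a set share of replicates each reaching 50%; inconclusive = only one of those two conditions met; inactive = mean below 50% and too few replicates reaching it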;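 also: 0% = median of the neutral control wells and 100% = twice that signal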
# IEC-6 tox: kills IEC-6 intestinal cells in KLF5 counter-screen; actives 0.78% (n = 290,000); inhibition, % at 5 µM; IEC-6 cytotoxicity, luminescence viability; in the data active = inhibition above about 22%;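 also: 0% = plate median of test compound wells and 100% = cytotoxic reference compound wells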
# AI-2 QS mod: Vibrio harveyi AI-2 quorum sensing modulation. activity change, % at 7.5 µM. actives 0.4% (n = 300,000). Vibrio harveyi JMH597 AI-2 luminescence/OD600 ratio, 9 h; active compounds read low; strain lacks LuxN and CqsS sensors; 0 = neutral-control median; in the data active = activity change below about -75%, passing the limit was not always enough; inconclusive = no clear call, values can overlap the other calls;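 also: luminescence divided by OD600 gain over 9 h not by final OD600 alone; inactives centre near 13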
# HSP90 refold inh: inhibitors of HSP90 luciferase refolding in rabbit reticulocyte lysate. luciferase refolding luminescence, 3 h. inhibition, % at 5.6 µM. actives 0.91% (n = 290,000). AID 1789;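 active = inhibition above the screen-wide mean plus 3 SD, computed separately per campaign, cut at about 16% in these data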;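 also: 0% = DMSO wells and 100% = 60 µM geldanamycin wells; inhibitors lower the luminescence because luciferase stays unfolded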
# PolyA inh: blocks polyadenylation in yeast reporter cells | calls only at 12 µM | actives 0.02% (n = 300,000) | S. cerevisiae SKY197-pL101 polyadenylation reporter, beta-gal luminescence; efflux-impaired pdr1/pdr3 knockout yeast; score 100 = 6 SD above DMSO;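 active = lowest replicate activity score at least 50, where 100 means six control SD above control mean; inconclusive = lowest score under 50 but half or more replicates reach 50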;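 also: yeast exposed to compound for 9 h at 30 °C; higher score means more reporter readthrough which indicates perturbed polyadenylation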
# The depositor's hits bear a star; i = inactive; ? = inconclusive; . = not tested or not shown. An excerpt, so the mix of outcomes need not match the whole.
# Results follow in this order: GSK3A inh	KLF5 inhibitor	HSF1 inh	aSyn 5UTR inh	GSK3beta inhib	HSF1 activator	IEC-6 tox	AI-2 QS mod	HSP90 refold inh	PolyA inh
COc1ccc(/C=N/Nc2nnc(-c3ccccc3)c(=O)[nH]2)cc1
 : 6	-24	-10	14	-2	-33	-6	48	-1	i
O=C(Nc1nc(NC(=O)c2ccco2)n(-c2ccccc2)n1)c1ccccc1
 : -1	48	-18	79*	2	-18	26*	54	1	i
COc1ccc(-n2nc3c(c2NC(=O)CC(C)C)CS(=O)C3)cc1 (stereo unspecified)
 : -1	-13	-3	7	1	10	8	28	-1	i
CCC1CN(C(=O)NCc2cccc(OC)c2)c2cc(Cl)ccc2O1 (stereo unspecified)
 : 9	-38	-2	-16	-1	-22	-5	17	8	i
CC1(C)NC(=O)N(CC(O)COc2ccccc2C(=O)Nc2ccccc2)C1=O (stereo unspecified)
 : 0	-3	-6	-17	0	18	0	33	-4	i
CCCC(=O)Nc1c2c(nn1-c1ccccc1)CSC2
 : 0	-28	1	9	3	1	-2	14	5	i
COc1ccc(N(CC(=O)Nc2c(C)n(C)n(-c3ccccc3)c2=O)S(=O)(=O)c2ccccc2)cc1OC
 : 0	12	2	-16	2	14	0	42	0	i
Cc1csc(CN(C)C(=O)C2CCC(=O)N(CCN(C)C)C2)n1 (stereo unspecified)
 : 0	-15	-8	9	7	8	2	9	2	i
Nc1ccc(S(=O)(=O)N2CCCc3ccccc32)cc1
 : 1	-8	-4	-7	-5	-7	-4	12	1	i
O=C(Nc1nnc(CCS(=O)(=O)c2ccc(Br)cc2)s1)c1ccc([N+](=O)[O-])cc1
 : 1	-6	.	.	.	.	-3	.	3	.
Cn1c(C(=O)N2CCCc3ccccc32)cc2sccc21
 : 0	-19	6	-33	3	26	4	12	-1	i
CCC(CC)c1nnc(NC(=O)C2CC(=O)N(CCc3ccc(F)cc3)C2)s1 (stereo unspecified)
 : 2	-15	0	-15	5	12	0	2	-3	i
Cc1cc(NC(=O)C2CC=CCC2C(=O)O)ccc1NC(=O)c1ccccc1 (stereo unspecified)
 : -3	-26	-6	-24	0	-3	-5	32	-2	i
O=[N+]([O-])c1cc(S(=O)(=O)C(F)(F)F)ccc1Sc1nc2ccccc2[nH]1
 : -2	0	49	-20	1	50	-4	23	4	i
CCOC(=O)c1[nH]c2ccccc2c1NC(=O)c1ccco1
 : 0	-3	-2	15	0	10	3	24	-2	i
CNC(=O)NC(=O)COc1ccc2oc3c(c2c1)CCCC3
 : -1	-26	6	-28	2	-5	3	7	-2	i
O=C(NCCCCNC(=O)c1ccc(F)cc1)c1ccc(F)cc1
 : -2	-10	2	12	5	4	-3	-14	-5	i
COc1ccc(/C=N/NC(=O)c2ccc(N3CCCC3=O)cc2)cc1
 : -2	0	-3	-3	1	10	-1	8	-6	i
CCCCC(=O)Nc1cc(-c2nc3ncccc3o2)ccc1C
 : 7	-25	0	1	2	-13	1	11	2	i
Cc1c(C(=O)Nc2ccccc2)oc2c1C(=O)CC(C)(C)C2
 : -7	-28	-2	-19	-1	17	3	-8	0	i
CCOc1cc(/C=N/NC(=O)C(=O)N2CCCC2)ccc1O
 : -1	-2	-8	14	2	2	-2	23	-3	i
O=c1c(-c2ccc(F)cc2)coc2c3c(ccc12)OCCO3
 : -2	-17	.	-128	-1	.	-5	12	-3	i
C=C(C)CN=C1SC(C(=O)Nc2sc3c(c2C(=O)OC)CCC3)C(N)=C1C(N)=O (stereo unspecified)
 : .	8	.	-4	-1	.	-2	8	1	i
Cc1ccc(CCNS(=O)(=O)c2ccc3c(c2)NC(=O)CCS3)cc1
 : -4	-21	3	-6	2	8	1	34	-3	i
O=C(COC(=O)CCCc1c[nH]c2ccccc12)Nc1ccc2c(c1)OCO2
 : 8	-31	-1	5	0	3	-1	25	-5	i
O=C(O)c1ccc(NC(=S)NC(=O)c2cccnc2)cc1
 : 2	-23	-10	4	1	-15	1	28	7	i
C=C(C)CSc1[nH]c(=O)cc(C)c1C#N
 : -1	-5	7	15	2	28	-3	12	3	i
CC(Sc1cccc2cccc(C(=O)O)c12)C(=O)O (stereo unspecified)
 : 0	-12	-9	2	1	1	2	20	-1	i
C#CCOCCOCCOCCNc1nc(N2CCN(C(=O)[C@H](CCCCN)n3cc(C(N)[C@H](C)CC)nn3)CC2)nc(N2CCN(C(=O)[C@H](CCC(=O)O)n3cc(C(N)[C@H](C)CC)nn3)CC2)n1 (stereo partly specified)
 : -2	-4	-1	1	0	-14	-2	-1	4	i
Cc1sc2nc(SCC(=O)Nc3c(C)n(C)n(-c4ccccc4)c3=O)n(C)c(=O)c2c1C
 : -2	-2	7	29	0	0	-9	23	-3	i
Cc1cc(S(=O)(=O)NCC(C)C)ccc1OCC(=O)NCc1ccccn1
 : 1	-12	4	2	1	-9	7	26	3	i
O=C(c1ccc(-n2c(SCc3cccc(F)c3)nc3ccccc3c2=O)cc1)N1CCOCC1
 : 0	-5	1	8	2	7	-3	12	5	i
Cc1nn(CCC(N)=S)c2nc(-c3cccs3)cc(C(F)(F)F)c12
 : 1	40	-3	-11	-6	23	-8	-2	-4	i
Cc1ccccc1OCCNC(=O)c1ccccc1Sc1ccccc1C#N
 : 2	9	1	10	0	-12	-2	1	3	i
CC1CN(C(=O)c2cccc(S(=O)(=O)Nc3ccccc3Cl)c2)CC(C)O1 (stereo unspecified)
 : 1	-15	-3	15	2	-6	0	15	14	i
COc1ccccc1CNC(=O)COC(=O)c1cc([N+](=O)[O-])ccc1N1CCOCC1
 : 2	-27	-2	17	0	11	-2	7	3	i
COC(=O)C1=C(C)NC(=S)NC1c1ccc(-c2cccc(Cl)c2)o1 (stereo unspecified)
 : 0	-24	44	-43	1	72*	3	-10	0	i
S=C(Nc1ccc(Cl)cc1)N1CCCC1
 : 0	-22	20	-35	2	19	-1	3	-3	i
O=C(c1ccc(OC2CCN(C/C=C/c3ccc(F)cc3)CC2)cc1)N1CCCCC1
 : 0	-17	-2	-18	-6	17	-3	20	1	i
O=C(c1ccco1)N1CCN(c2nc(C(F)(F)F)nc3c2nnn3Cc2ccccc2)CC1
 : -2	-14	11	15	2	5	-3	-5	-1	i
CCOC(=O)c1ccc2c(c1)nc(SCC(=O)NC(C)C)n2CC
 : -4	-3	12	-3	3	-5	0	7	0	i
C#CCOCCOCCOCCNc1nc(N2CCOCC2)nc(N2CCN(C(=O)[C@H](CCC(=O)O)n3cc(C(N)[C@H](C)CC)nn3)CC2)n1 (stereo partly specified)
 : 4	-3	0	-1	0	-16	7	9	2	i
COc1ccc(-n2nc3c(c2NC(=O)C2CCCC2)CS(=O)(=O)C3)cc1
 : 0	-25	-6	10	1	-4	-6	29	2	i
CC(C)Cn1c(SCC(=O)Nc2cccc(S(N)(=O)=O)c2)nc2ccccc2c1=O
 : -1	-3	12	-4	0	4	10	14	1	i
CCCn1c(C2CCCN2c2nc(-c3ccc(C)cc3)cs2)nc2ccccc21 (stereo unspecified)
 : -1	-6	-7	-21	-1	-10	2	7	-1	i
CS(=O)(=O)Nc1ccccc1C(=O)NCCSc1ccccc1
 : 1	-34	-11	18	.	-4	-4	.	-2	i
CC(CNC(=O)CCc1ccccc1)NC(=O)CCc1ccccc1 (stereo unspecified)
 : 0	.	1	13	-3	-8	.	8	.	i
N#CC1=C(N)Oc2n[nH]c(-c3cccs3)c2C1C1C=CCCC1 (stereo unspecified)
 : -1	-10	18	7	-1	38	0	30	5	i
Cc1cc(C)nc(Nc2cccc(C(F)(F)F)c2)n1
 : -6	-23	-1	-12	2	-2	-15	17	-2	i
Cc1ccc2cc(CN(CC3CCCO3)C(=O)Nc3ccccc3F)c3nnnn3c2c1 (stereo unspecified)
 : 1	-66	.	-57	0	.	0	4	-3	i

# (listing goes on)
# Results follow in this order: GSK3A inh	KLF5 inhibitor	HSF1 inh	aSyn 5UTR inh	GSK3beta inhib	HSF1 activator	IEC-6 tox	AI-2 QS mod	HSP90 refold inh	PolyA inh
O=C(NCCCN1CCCC1=O)c1cccc(N2CCCC2=O)c1
 : 0	-33	?	-3	1	-60	-6	19	-2	i
NC(=O)CC(NC(=O)Cc1cccc2ccccc12)c1ccc(NCCN2CCCCC2)c([N+](=O)[O-])c1 (stereo unspecified)
 : -1	2	0	-6	0	14	-1	9	-8	i
CCOC(=O)C[N+](CC)(CC)CC#Cc1ccccc1
 : -1	-28	2	15	3	-14	1	15	-2	i
Cc1cc(C)nc(N/C(=N\S(=O)(=O)Cc2ccccc2)Nc2ccccc2Br)n1
 : -3	-6	18	44	4	16	4	23	2	i
Cc1ccc(-c2csc3ncnc(N4CCc5ccccc5C4)c23)cc1
 : 0	-16	-13	32	-1	7	2	8	1	i
CN1CCC(=NNc2ccc(S(=O)(=O)N3CCOCC3)cc2[N+](=O)[O-])CC1
 : 9	11	47	-8	-4	98*	-2	5	-3	i
CCn1c(SCC(=O)NCc2ccccc2)nnc1-c1c[nH]c2ccccc12
 : .	-6	-3	26	0	2	-2	19	7	i
COc1cc2ccccc2cc1C(=O)N(CCN(C)C)c1nc2c(F)cc(F)cc2s1
 : 1	-9	-11	-15	-1	-16	2	-1	-3	i
COC(=O)c1sc(N/N=C/c2ccc(C(C)C)cc2)nc1C
 : -2	-18	9	-37	0	25	4	13	-7	i
COc1ccccc1-n1cnc(N)c1C(C)=O
 : 1	-5	1	1	1	4	-1	1	-1	i
Oc1c(C(c2cccc(F)c2)N2CCN(Cc3ccccc3)CC2)sc2ncnn12 (stereo unspecified)
 : -3	10	5	-1	-1	-1	2	-3	-3	i
Cc1cccc2c(=O)c(C(=O)NCc3cccs3)c[nH]c12
 : 4	-49	8	-110	-4	37	6	7	-3	i
Cc1ccnc(NC(=O)C2CCN(S(=O)(=O)c3c(C)c(C)cc(C)c3C)CC2)c1
 : 2	17	12	-7	0	12	-5	28	0	i
Cc1ccc(-c2nnn(CC(=O)NCCC3=CCCCC3)n2)cc1
 : -1	-27	-5	1	-2	1	-3	6	6	i
COc1ccc(Br)cc1C(=O)NCc1cccnc1
 : -1	-15	-3	24	-2	6	1	17	2	i
CCOC(=O)CCn1c(=S)n(CCC(=O)OCC)c2ccccc21
 : -1	-8	2	-5	-3	4	0	-16	-3	i
CC(C)(C)S(=O)(=O)c1cnc2c(S(=O)(=O)c3ccccc3)cnn2c1N
 : -2	12	-2	-14	-2	-2	-4	-11	0	i
CC#CC(=O)N1CCCC(Cc2cccc(OC)c2)(C(=O)OCC)C1 (stereo unspecified)
 : -1	-40	3	-106	1	35	-7	22	-6	i

# Screening data from PubChem.
